Bcl-W Bim block – inhibitors of Bim binding to Bcl-W, primary screen, biochemical, multiplexed, bead-based flow cytometry. inhibition, % at 10 µM. hit rate 0.02% among 190,000. AID 952, 2007. Bcl-2-like protein 2 (Homo sapiens), Q92843. Bim peptide-Bcl-W binding;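 further: 0% = bound tracer without compound and 100% = peptide blocker; higher means less fluorescent Bim peptide bound to Bcl-W beads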
Target sequence (Q92843 whole entry, looked up): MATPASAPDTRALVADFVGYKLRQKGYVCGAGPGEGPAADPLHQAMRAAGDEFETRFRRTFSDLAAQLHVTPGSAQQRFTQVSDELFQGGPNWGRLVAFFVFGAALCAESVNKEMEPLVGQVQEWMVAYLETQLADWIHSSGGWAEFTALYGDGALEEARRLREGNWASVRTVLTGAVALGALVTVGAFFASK
Bim-Mcl-1 – inhibitors of Bim peptide binding to Mcl-1, primary screen, biochemical, bead-based flow cytometry, multiplex | Induced myeloid leukemia cell differentiation protein Mcl-1 (Homo sapiens), Q07820 | Bim peptide-Mcl-1 binding | inhibition, % at 10 µM | hit rate 0.1% among 190,000;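 further: 0% = no compound tracer wells and 100% = peptide blocker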
Target sequence (Q07820 whole entry, looked up): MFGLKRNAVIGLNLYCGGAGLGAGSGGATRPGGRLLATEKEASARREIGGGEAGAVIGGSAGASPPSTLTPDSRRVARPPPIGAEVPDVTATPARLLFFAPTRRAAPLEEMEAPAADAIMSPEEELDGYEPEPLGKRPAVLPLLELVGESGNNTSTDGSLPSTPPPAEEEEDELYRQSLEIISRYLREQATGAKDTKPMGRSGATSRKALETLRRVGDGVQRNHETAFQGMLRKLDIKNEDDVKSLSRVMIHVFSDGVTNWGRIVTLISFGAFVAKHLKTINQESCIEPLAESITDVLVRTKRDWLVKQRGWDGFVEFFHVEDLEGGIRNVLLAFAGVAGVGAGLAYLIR
RGS7-Gao reg – RGS7-Galphao binding modulators, primary screen, biochemical, multiplexed bead flow cytometry. actives lie on both sides. hit rate 0.35% among 220,000. AID 1439, 2008. Guanine nucleotide-binding protein G(o) subunit alpha (Homo sapiens), P09471. binding response (% of control), % at 10 µM; in the data active means binding response below about 49% or above about 150%; inconclusive means no clear call, values can overlap the other calls; inactive means in between;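 further: fluorescent Galphao held in activated GDP-AlF4 state binding bead-coupled RGS7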
Bfl-1 Bim block – inhibitors of Bim binding to Bfl-1, primary screen, biochemical, multiplexed, bead-based flow cytometry; Bcl-2-related protein A1 (Homo sapiens), Q16548; Bim-Bfl-1 binding inhibition; inhibition, % at 10 µM; hit rate 0.12% among 190,000;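 further: 0% = wells without compound plus tracer and 100% = blocker peptide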
GSH bead fluor – compound fluorescence on glutathione beads, profiling panel, artefact control, biophysical, 488/530 nm, flow cytometry; GSH beads flow cytometry, compound fluorescence 488/530 nm; hits give high values; fluorescence (KMESF) at 10 µM; hit rate 0.25% among 190,000; AID 1776, 2009; in the data active means fluorescence above about 89;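 further: glutathione beads carrying GST-tagged Bcl family fusion proteins plus one bare bead set; values are compound well signal with DMSO vehicle wells as background; inactives centre near 16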
Bcl-B Bim block – inhibitors of Bim-Bcl-B binding, primary screen, biochemical, multiplexed, human Bcl-2 family | bead-based flow cytometry, Bim peptide-Bcl-B binding | inhibition, % at 10 µM | hit rate 0.073% among 190,000 | AID 951, 2007;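 further: 0% = tracer peptide without compound and 100% = reference inhibitor peptide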
Target sequence (Q9HD36 whole entry, looked up): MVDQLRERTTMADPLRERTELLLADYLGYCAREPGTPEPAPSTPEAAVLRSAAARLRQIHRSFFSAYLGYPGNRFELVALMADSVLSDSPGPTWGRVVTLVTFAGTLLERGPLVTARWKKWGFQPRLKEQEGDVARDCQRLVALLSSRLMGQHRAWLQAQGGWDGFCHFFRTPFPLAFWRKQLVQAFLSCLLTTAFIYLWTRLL
Mcl1 Bid PPI – Mcl-1/Bid binding inhibitors, primary screen, biochemical, TR-FRET, 1536-well | Induced myeloid leukemia cell differentiation protein Mcl-1 (Homo sapiens), Q07820 | TR-FRET Mcl-1/Bid-Dy647 peptide binding | inhibition, % at 21.7 µM | hit rate 0.97% among 220,000 | AID 1021, 2008;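 active means compounds that cut the binding signal by more than half at the single screening dose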;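 further: His-tagged Mcl-1 with europium anti-His antibody binding Bid BH3 peptide; 0% = Mcl-1 plus peptide wells and 100% = peptide-only wells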
Bim-Bcl-XL – inhibitors of Bim-Bcl-XL binding, primary screen, biochemical, multiplexed, bead flow cytometry, human Bcl-XL; inhibition, % at 10 µM; AID 1007, 2008; hit rate 0.04% among 190,000; Bcl-2-like protein 1 (Homo sapiens), Q07817; Bim peptide-Bcl-XL binding, fluorescence
Target sequence (Q07817 whole entry, looked up): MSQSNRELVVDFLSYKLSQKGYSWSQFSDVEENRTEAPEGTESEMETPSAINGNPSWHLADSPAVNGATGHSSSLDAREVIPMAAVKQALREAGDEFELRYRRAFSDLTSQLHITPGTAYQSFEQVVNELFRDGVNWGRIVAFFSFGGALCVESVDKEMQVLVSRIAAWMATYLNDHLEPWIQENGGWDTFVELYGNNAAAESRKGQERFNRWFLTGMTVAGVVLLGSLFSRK
RGS4-Gao reg – modulators of RGS4 binding to Galphao, primary screen, biochemical, multiplexed bead flow cytometry. Guanine nucleotide-binding protein G(o) subunit alpha (Homo sapiens), P09471. actives lie on both sides. binding response (% of control), % at 10 µM. hit rate 0.33% among 220,000; in the data active means binding response below about 49% or above about 150%; inactive means in between;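 further: fluorescent Galphao activated with aluminum fluoride binding bead-coupled RGS4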
Bim-Bcl-2 – inhibitors of Bim-Bcl-2 binding, primary screen, biochemical, multiplexed, human Bcl-2 family; Apoptosis regulator Bcl-2 (Homo sapiens), P10415; Bead-based flow cytometry, Bim peptide-Bcl-2 binding; inhibition, % at 10 µM; hit rate 0.06% among 190,000; in the data active means inhibition above about 40%; inconclusive means no clear call, values can overlap the other calls;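 further: 0% = no compound wells with probe peptide and 100% = reference peptide inhibitor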
RGS8-Gao reg – RGS8-Galphao binding modulators, primary screen, biochemical, multiplexed bead flow cytometry. Guanine nucleotide-binding protein G(o) subunit alpha (Homo sapiens), P09471. actives lie on both sides. response (percent of control binding), % at 10 µM. hit rate 0.34% among 220,000; in the data active means response below about 60% or above about 140%; inactive means in between;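 further: Galphao activated as the GDP aluminium fluoride complex binding bead-coupled RGS8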
The depositor's hits bear a star; ? = inconclusive. Unless noted, no stated cut-off is given here; in the data, active means inhibition above about 40%.

SMILES	Bcl-W Bim block	Bim-Mcl-1	RGS7-Gao reg	Bfl-1 Bim block	GSH bead fluor	Bcl-B Bim block	Mcl1 Bid PPI	Bim-Bcl-XL	RGS4-Gao reg	Bim-Bcl-2	RGS8-Gao reg
CC(C)(C)C(=O)NC1CCN(S(=O)(=O)c2ccc(C(F)(F)F)cc2)CC1	0	-3	100	-20	28	-7	3	-5	103	-11	101
COc1ccccc1Nc1nnc(SCC(=O)Nc2cc(C)on2)s1	5	10	91	2	27	0	6	1	82	10	98
CC(NS(=O)(=O)c1ccccc1)C(=O)NCCc1ccccn1 (stereo not drawn)	1	0	?	-6	27	-3	-32	0	99	0	100
CCCc1[nH]nc2c1C(c1ccc(OC)c(CSC3=NCCS3)c1)C(C#N)=C(N)O2 (stereo not drawn)	-2	1	108	0	18	-9	-14	-2	97	0	97
Cc1c(Br)c([N+](=O)[O-])nn1CC(=O)N1CCc2ccccc2C1	-1	-2	99	3	6	-1	-25	-3	97	3	75
FC(F)(F)c1cccc(-c2ccc(-c3csnn3)o2)c1	0	0	98	-8	27	-7	9	-1	103	0	102
CCc1cc2c(=O)c(-c3ccc4c(c3)OCCO4)coc2cc1OC(=O)c1ccco1	1	0	100	-13	13	-6	22	-5	100	-12	101
Cn1c(=O)[nH]c(=O)c2c1nc(N1CCNCC1)n2Cc1cccc2ccccc12	4	-1	121	4	24	-13	-24	0	114	0	138
CC(=O)NCCC(=O)Nc1ccc(C(N)=O)cc1	-2	-2	?	-6	14	-8	-26	-3	100	-2	99
CSCc1ccc(C(=O)Nc2cccc(C)c2C)cc1	-5	-3	97	-14	10	-7	-20	-7	101	-9	103
C=CCOc1ccc(CNn2c(C)n[nH]c2=S)cc1OC	0	-8	104	-10	23	-15	-109	-3	103	-7	101
O=C(Cn1c(=O)oc2cc(S(=O)(=O)N3CCCC3)ccc21)N1CCc2ccccc2C1	3	3	101	-10	20	-4	-14	-1	100	-6	100
CCOc1ncccc1C(=O)OCC(=O)c1cc(C)n(Cc2ccco2)c1C	0	-3	99	0	42	-3	-27	-3	94	-1	85
CCCC(=O)c1c[nH]c(C(=O)NCc2ccco2)c1	2	1	107	0	19	-2	-11	0	106	-3	100
O=S(=O)(c1ccccc1)c1nc(-c2ccco2)oc1NCc1cccnc1	3	3	99	3	24	4	-10	8	99	4	89
COc1ccc(OC)c(N(CC(=O)Nc2cccnc2)S(=O)(=O)c2ccc(C)cc2)c1	5	0	95	-13	45	-7	-26	3	93	-11	98
COc1ccccc1-c1cc(C(=O)NCCc2ccccc2)no1	-3	-5	102	0	17	-3	-6	-6	104	-1	100
COC(=O)/C=C1/SC(=NC(=O)c2ccccc2)NC1=O	2	11	101	-3	11	-2	-2	-3	102	0	101
COc1cccc(N=Cc2c[nH][nH]c2=O)c1	0	0	104	-6	20	2	-23	1	101	0	102
CC(C)c1cc(C(N)=O)c(NC(=O)c2cccc(COc3ccc(Cl)cc3)c2)s1	0	0	101	1	16	-3	-9	1	103	2	100
S=C(NC1CC2CCC1C2)N1CCN(c2cccc(Cl)c2)CC1 (stereo not drawn)	-5	0	?	-4	16	-5	-17	-2	102	-2	102
NS(=O)(=O)c1ccc(CCNC(=O)CSc2nc3ccccc3c(=O)n2CCC(=O)N2CCCCC2)cc1	0	1	106	-2	13	-1	11	-1	103	0	105
CCCC(=O)Nc1nnc(-c2ccc(Cl)s2)o1	0	2	103	-10	20	-3	-3	-3	105	-8	104
Cc1ccc(-n2nnnc2C(=Cc2ccc(N(C)C)cc2)c2nnnn2-c2ccc(C)cc2)cc1	-3	-1	18*	-6	17	-5	-8	-4	23*	-1	14*
Fc1cccc(/C=N/N=C/c2cccc(F)c2)c1	-5	-1	?	-7	11	-4	-19	0	103	-4	104

(more compounds)
SMILES	Bcl-W Bim block	Bim-Mcl-1	RGS7-Gao reg	Bfl-1 Bim block	GSH bead fluor	Bcl-B Bim block	Mcl1 Bid PPI	Bim-Bcl-XL	RGS4-Gao reg	Bim-Bcl-2	RGS8-Gao reg
O=C(c1ccc(Br)cc1)c1sc(N2CCOCC2)nc1-c1ccccc1	0	0	113	-4	14	-14	0	0	110	-1	107
COc1cc(NC(=O)c2cccs2)c(C(=O)OCC(=O)NCc2ccco2)cc1OC	5	-3	96	-6	46	-1	28	-14	93	-2	100
COC(=O)c1c(NC(=O)c2ccco2)sc(C(=O)N2CCCC2)c1C	-3	0	102	-14	32	-8	-20	-2	107	-7	105
CCCCn1c(/N=C/c2ccc(N(C)C)cc2)nc2ccccc21	-3	0	104	0	23	0	-14	-3	98	0	100
CC(=O)Nc1cccc(Oc2cc(C#N)c(C#N)cc2N2CCCCCC2)c1	-8	-1	99	-10	30	-12	-17	0	102	-7	100
CC(C)(C)c1ccc(-c2nc(-c3ccncc3)no2)cc1	0	0	89	3	20	-4	38	-1	81	8	75
CCn1c(SCC(=O)O)nnc1-c1ccc2[nH]c(C)c(C)c2c1	-1	0	97	0	24	-5	3	-2	96	1	92
CCN(CCNC(=O)c1ccc(CSc2nc3ccncc3[nH]2)cc1)c1ccccc1	0	-2	95	0	17	-2	-12	-3	99	-3	111
Cc1ccc(S(=O)(=O)N2CCCCC2)cc1NC(=O)COC(=O)CNC(=O)c1cc(Cl)cc([N+](=O)[O-])c1	-6	-8	116	-4	10	-7	-7	-8	113	-7	114
COCCN(CCOC)S(=O)(=O)c1ccc(C(=O)Nc2nnc(CSC)o2)cc1	-3	0	94	0	23	-1	-20	-3	95	0	94
CCCC(=O)c1cc2c(cc1NC(=O)c1cccs1)OCCO2	0	-1	94	0	11	1	-8	0	97	0	98
COCCn1nc2cc(C(=O)NCc3cc(C(F)(F)F)cc(C(F)(F)F)c3)ccc2c1OC	-3	0	102	1	9	-4	-24	-1	109	0	100
Cc1ccc(N2C(=O)N(CC(=O)c3cc(C)ccc3C)C(=O)C2C)cc1 (stereo not drawn)	-5	-3	88	-3	11	-3	-40	-7	93	-4	93
COC(=O)c1cc(C(=O)Nc2ccc(Cl)cn2)cc([N+](=O)[O-])c1	0	0	100	-5	20	-6	-15	-2	103	-4	103
COC(=O)c1ccccc1NC(=O)Nc1ncccc1C	0	0	98	-4	13	-4	-5	-4	98	-1	99
O=C(c1ccccc1)N1CCN(C(=O)c2ccccc2Br)CC1	-8	-8	101	-21	21	-12	-2	-15	101	-14	99
Cc1ccc(S(=O)(=O)c2cc3ccccc3oc2=Nc2ccc3c(c2)OCCO3)cc1	-1	-3	101	-11	9	-6	-2	-6	102	-7	101
CC(C)Cn1c(Cc2ccccc2)n[nH]c1=S	-2	-3	94	1	14	-8	-87	-3	94	-7	95
CCn1c(C)nc2cc(C(=O)N/N=C/c3ccccc3C)ccc21	-2	0	87	-12	19	-8	-33	-8	96	0	93
CCOC(=O)C1CCCN(C(=O)c2ccc(CS(=O)(=O)Cc3ccccc3C)o2)C1 (stereo not drawn)	3	0	95	-11	58	-4	-6	1	97	-7	100
Nc1ccc(C(=O)N/N=C\c2cc(N=Nc3cccc4ccccc34)ccc2O)cc1	0	0	92	-13	25	-1	65*	-15	97	-9	98
Cc1cc(C)n(CC(C)NCc2cn[nH]c2-c2ccc(C)c(C)c2)n1 (stereo not drawn)	-1	0	?	-1	11	-1	-32	-2	96	0	100
O=C(NCc1ccccn1)c1cc(Br)ccc1Cl	0	-1	95	-6	15	-1	-29	0	94	0	99
CCOC(=O)c1ccc(NC(=O)Cn2nnc3ccccc32)cc1	-3	-2	108	-8	38	-8	-12	5	97	-7	99
Cc1cccc(CS(=O)(=O)Cc2ccc(C(=O)NCCN3CCCCC3C)o2)c1 (stereo not drawn)	-2	0	103	-10	37	-9	-15	1	103	-5	102

(more compounds)
SMILES	Bcl-W Bim block	Bim-Mcl-1	RGS7-Gao reg	Bfl-1 Bim block	GSH bead fluor	Bcl-B Bim block	Mcl1 Bid PPI	Bim-Bcl-XL	RGS4-Gao reg	Bim-Bcl-2	RGS8-Gao reg
O=C(COC(=O)c1cccnc1SCC(=O)NCc1ccccc1)NCc1ccccc1	-3	-2	97	2	17	-1	-22	-6	93	6	98
COc1ccc(N2CC(C(=O)Nc3ccc(S(=O)(=O)Nc4nc(C)cc(C)n4)cc3)CC2=O)cc1 (stereo not drawn)	1	3	99	-8	4	-1	-37	0	96	0	98
Cn1nnnc1SCC(=O)N1CCN(C(=O)c2ccco2)CC1	-11	-23	103	-3	9	-3	-7	-15	102	-1	102
CCOc1ccc(Cn2c(O)cc(=O)[nH]c2=O)cc1	-5	-6	94	-8	22	-6	-23	-6	96	-4	99
COc1ccc(N2Cc3cccc(C(=O)N4CCN(C(=O)c5ccco5)CC4)c3C2=O)cc1	-1	2	100	-4	13	5	-26	0	99	3	133
COc1ccc(C(=O)NNc2cc(C)nc(NNC(=O)c3ccc(OC)cc3)n2)cc1	4	1	72	8	11	0	-42	0	80	0	54*
CN(C)S(=O)(=O)c1cc(NC(=O)CN2CCNC(=O)C2)ccc1Cl	-2	-1	99	2	6	-2	-12	-2	99	-2	97
C=CCOc1ccc(C(=O)CC)cc1OC	-7	-6	99	-15	12	-11	-6	-9	103	-7	101
Clc1ccc(-c2csc(=Nc3cccnc3)n2CCCn2ccnc2)cc1Cl	-3	-4	102	0	11	-7	0	-7	100	-5	101
CNc1nc(OCC(F)(F)F)nc(N2CCOCC2)n1	0	-2	102	-4	16	-2	4	-4	98	1	100
O=C(Nc1ccc2oc(-c3cccnc3)nc2c1)c1ccco1	-1	0	93	-2	9	1	-17	-1	94	0	98
CCOc1[nH]n(-c2ccc(Cl)cc2)c(=O)c1C=Nc1ccc(Cl)cc1	-1	0	97	-1	15	0	-4	0	99	-1	100
O=C(Nc1ccc(N2CCCCC2)c(Cl)c1)c1ccc(N2CCOCC2)c([N+](=O)[O-])c1	0	0	102	-2	24	-1	-25	0	101	1	118
NC(=O)c1ccccc1NC(=O)CCN1C(=O)c2ccccc2C1=O	0	-2	104	0	15	-3	-12	-1	102	2	100
CCn1c(-c2ccc(F)cc2)n[nH]c1=S	-3	-5	100	-13	28	-21	-1	-5	99	-11	96
CCCN1CNc2c(c(=O)[nH]c(=S)n2CCc2ccccc2)C1	-1	0	100	-2	12	-3	-42	-3	97	0	97
CCOC(=O)c1nnn(-c2nonc2-c2ccccc2)c1C	0	-2	93	-2	13	0	-15	-1	89	-2	88
Cc1cccc(NC(=O)CN2C(=O)N/C(=C/c3ccc(-c4cccc(C(=O)O)c4C)o3)C2=O)c1	-1	0	?	-5	11	0	-42	-1	103	-1	100
O=C1C=C(Nc2ccccc2)CC(c2ccccc2)C1 (stereo not drawn)	-2	-4	105	-5	14	-7	-14	0	105	0	105

Screening results: PubChem BioAssay, several laboratories
